Screens deposited in PubChem BioAssay by several laboratories.
TR-FRET SRC-2 ct: counter-screen for PPARgamma SRC-2 recruitment agonists: TR-FRET artefact | AID 1049 | stronger effect = higher value | TR-FRET ratio at 8 µM | hit rate 0.4% among 200,000; in the data active = TR-FRET ratio above about 2000; also: inactives centre near 1500; reference of the scale not given here
S1P3 antagonist: blocks the human S1P3 receptor; CHO S1P3 NFAT-BLA reporter, FRET fluorescence, antagonist mode; inhibition, % at 4.98 µM; hit rate 0.27% among 170,000; AID 485;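 active = inhibition above the plate cutoff, the mean inhibition of test wells on that plate plus 3 SD, cut at about 28% in these data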;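 also: cells challenged with S1P at its EC80 of 0.8 µM; blue over green emission ratio from cleaved BLA substrate after 4 h stimulation; 0% = S1P-stimulated wells and 100% = unstimulated DMSO-only wells; some compounds past the cut are filed as inactive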
Target sequence (Q99500 whole entry, looked up): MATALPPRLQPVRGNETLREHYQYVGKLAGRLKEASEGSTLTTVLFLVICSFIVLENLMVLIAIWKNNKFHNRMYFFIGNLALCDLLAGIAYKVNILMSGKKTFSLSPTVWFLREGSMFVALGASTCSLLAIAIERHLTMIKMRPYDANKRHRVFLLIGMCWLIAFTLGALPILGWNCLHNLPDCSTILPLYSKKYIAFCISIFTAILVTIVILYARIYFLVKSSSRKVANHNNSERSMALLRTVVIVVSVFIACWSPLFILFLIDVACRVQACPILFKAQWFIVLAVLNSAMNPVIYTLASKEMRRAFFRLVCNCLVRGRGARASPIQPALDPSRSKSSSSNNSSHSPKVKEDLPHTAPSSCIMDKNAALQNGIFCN
bIAP activator: increases bovine intestinal alkaline phosphatase activity; activation factor at 20 µM; hit rate 0.17% among 200,000; purified bovine IAP, CDP-star luminescence, 30 min; stronger effect = higher value; fold of DMSO-control signal, blank-subtracted;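 active = activation factor of 2 or more at 20 µM, a signal rise over negative controls twice the positive control's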
PPARg SRC-2 ag: agonists of SRC-2 recruitment by human PPARgamma. P37231. PPARgamma LBD-SRC-2 recruitment, biochemical. activation, % at 8 µM. hit rate 0.34% among 200,000; in the data active = activation above about 22%;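 also: 0% = vehicle and 100% = reference agonist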
PPARg SRC-1 ag: PPARgamma-driven SRC-1 recruitment agonism | P37231 | PPARgamma-SRC-1 coactivator recruitment biochemical assay | hit rate 0.41% among 200,000 | activation, % at 8 µM; in the data active = activation above about 19%;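 also: 0% = DMSO and 100% = reference agonist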
PPARg SRC-3 ag: promotes SRC-3 coactivator recruitment by human PPARgamma; biochemical PPARgamma/SRC-3 coactivator recruitment assay; activation, % at 8 µM; hit rate 0.26% among 200,000; AID 731; in the data active = activation above about 23%;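 also: 0% = DMSO and 100% = reference agonist; some compounds past the cut are filed as inactive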
Lmaj promast: Leishmania major promastigote growth inhibition; inhibition, % at 10 µM; AID 1063; hit rate 9% among 200,000; Leishmania major promastigotes, resazurin fluorescence viability; in the data active = inhibition above about 50%;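 also: promastigotes grown with compound for 44 hours at 28 °C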
TLR4 MyD88 comp: blocks binding of human TLR4 to MyD88; hit rate 0.18% among 200,000; AID 861; HeLa CL3-4 TLR4/MyD88 BLA complementation, FRET ratio; inhibition, % at 8.4 µM; O00206+Q99836; in the data active = inhibition above about 25%;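 also: 0% = vehicle and 100% = reference inhibitor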
ROMK mod: modulators of human ROMK potassium channel | P48048 | Tet-inducible ROMK, thallium flux fluorescence; actives lie on both sides | B-score at 10 µM | hit rate 2% among 130,000;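 active = signal ratio slope over the read window, or its plate-corrected B-score, at least 3 SD from the plate mean, either direction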;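 also: B-score of the F/F0 ratio slope over 7 to 12 s after thallium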
Target sequence (P48048 whole entry, looked up): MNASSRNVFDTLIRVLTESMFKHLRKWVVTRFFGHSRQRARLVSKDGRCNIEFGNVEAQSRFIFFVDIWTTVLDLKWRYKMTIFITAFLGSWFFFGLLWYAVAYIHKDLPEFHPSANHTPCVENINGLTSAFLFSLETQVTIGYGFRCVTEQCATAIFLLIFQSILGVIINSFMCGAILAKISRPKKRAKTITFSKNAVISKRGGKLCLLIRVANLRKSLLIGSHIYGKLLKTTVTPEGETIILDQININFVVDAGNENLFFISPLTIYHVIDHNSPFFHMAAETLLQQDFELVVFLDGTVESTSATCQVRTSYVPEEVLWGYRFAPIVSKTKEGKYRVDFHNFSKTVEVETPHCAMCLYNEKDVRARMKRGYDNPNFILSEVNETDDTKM
bIAP inh: intestinal alkaline phosphatase (bovine) inhibition; purified bovine IAP, CDP-star luminescence, 30 min; inhibition, % at 20 µM; 190,000 tested, under 10 active; AID 1019;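 active = over 50% inhibition of intestinal alkaline phosphatase at 20 µM in the single-dose screen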
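System: Purified bovine intestinal alkaline phosphatase (IAP) enzyme | Input: IAP diluted 1/65,000,000 in the well | Also added: CDP-star chemiluminescent phosphatase substrate, 30 µM final | Dosing: 20 µM single dose | Times: Enzyme reaction for 30 min at room temperature | Detection: Luminescence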
DTT redox prof: compounds producing H2O2 with reducing agent – biochemical, NIH compound library profiling, artefact control for MLSCN library redox annotation, primary screen | hit rate 0.03% among 200,000 | activation, % at 10 µM | DTT-dependent redox cycling H2O2, phenol red/HRP absorbance; 100% = 100 µM peroxide control, 0% = buffer;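 active = activation of at least 50% relative to the plate's high and low controls in the primary single-dose screen; inactive = activation below 50%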;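 also: compound incubated with DTT at 0.8 mM final as the reducing agent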
Starred values were filed as active, the others as inactive; / = not tested or not shown.

Results follow in this order: TR-FRET SRC-2 ct	S1P3 antagonist	bIAP activator	PPARg SRC-2 ag	PPARg SRC-1 ag	PPARg SRC-3 ag	Lmaj promast	TLR4 MyD88 comp	ROMK mod	bIAP inh	DTT redox prof
- O=C(Nc1ccc(S(=O)(=O)N2CCCc3ccccc32)cc1)C1CCCO1 (stereo not drawn)
  1568	10	1	-2	-4	12	15	-9	/	-3	0.8
- Cc1ccsc1-c1ccnc(-n2cccc2)n1
  1435	/	1	5	2	-5	-4	11	/	-1	1.2
- N/C(=N\OC(=O)c1cccc2ccccc12)c1ccc(Br)cc1
  1485	-5	1	-2	0	3	1	3	/	-5	2.0
- Cc1cc(NC(=O)CN2C(=O)NC(CCc3ccccc3)C2=O)no1 (stereo not drawn)
  1611	-21	0.9	1	-5	2	4	-14	-1.7	13	-0.9
- CCN=C1SC(CC(=O)Nc2ccc(C)cc2)C(=O)N1CC (stereo not drawn)
  1328	-2	1	0	4	-5	-4	-7	/	3	2.0
- CSCc1cc(N(C)C)nc(SCc2ccc(Cl)cc2Cl)n1
  1460	/	0.9	6	2	6	7	-11	/	10	3.4
- O=C1c2cccc3cccc(c23)C(=O)N1CCCSc1ncn[nH]1
  1634	-17	1.6	1	3	1	2	0	-1.1	-64	3.4
- CN(C(=O)c1cccnc1)c1nnc(-c2cnccn2)s1
  1629	-20	0.9	8	7	6	4	-7	0.59	8	-3.6
- COc1ccccc1CCNCc1ccc(OC)c(OCc2ccccc2)c1
  1487	/	0.9	1	-2	6	100*	-7	/	10	2.4
- CCc1nnc(NC(=O)CSc2nc(C3CCCCC3)nc3ccccc23)s1
  1556	/	1	-4	-3	5	0	-2	/	3	2.2
- COC(=O)c1ccc(CSc2nnc(N)s2)o1
  1510	-11	1	-7	-1	1	-6	0	0.37	4	1.7
- CCN=C1SC(C(=O)Nc2cc(Cl)cc(Cl)c2)CC(=O)N1CC (stereo not drawn)
  1447	1	1	4	5	4	-6	-7	0.0049	4	-0.2
- COc1cc2cc(CN(CCc3cccc(C)c3)C(=S)NCCCN3CCOCC3)c(=O)[nH]c2cc1OC
  1681	-2	1	6	-2	3	4	-24	-0.03	3	-0.2
- Cc1cc(C)nc(NC(=NCCc2c[nH]c3ccccc23)NC(=O)Nc2cccc([N+](=O)[O-])c2)n1
  1566	-11	1.2	-2	-1	-4	4	-11	0.81	-17	-0.2
- COC(=O)c1ccccc1NC(=O)CCCn1nc([N+](=O)[O-])cc1C
  1568	7	0.9	7	3	2	-3	-4	0.51	9	0.3
- COc1ccc(Oc2nc(-c3ccccc3)ncc2C(=O)O)cc1
  1652	-8	1	9	4	1	-16	-2	-0.068	-1	-1.6
- COc1ccc(C2=NOC(C(=O)NCc3ccccc3)C2)cc1 (stereo not drawn)
  1757	14	0.9	1	11	2	-5	7	/	6	1.1
- O=C(Nn1c(SCc2ccccc2F)nc2ccsc2c1=O)c1ccccc1
  1484	-10	1	6	2	1	17	-13	-0.84	3	-0.4
- CCOC(=O)c1c(NC(=O)c2ccccc2C)sc2c1CC(C)(C)OC2
  1526	/	0.9	6	-3	7	72*	-3	0.81	8	1.5
- Cc1ccc2nc(-c3ccc(NC(=O)C(C)N4C(=O)c5ccccc5C4=O)cc3)sc2c1 (stereo not drawn)
  1653	-8	1	5	0	-3	50	2	-0.016	1	-0.2
- CCOC(=O)CNC(=O)C1c2cc(OC)c(OC)cc2C(=O)N(C)C1c1ccccc1F (stereo not drawn)
  1630	/	1.1	2	1	2	-6	7	/	-12	-2.7
- Cc1cc(C)n(CC(=O)c2cccc(N)c2)n1
  1467	-7	1	5	-5	5	-1	15	0.53	-4	-0.8
- COCCCNC(=O)C(F)(F)C(F)(F)C(=O)NCCCOC
  1656	-20	1	5	5	17	-5	-8	/	-1	-1.0
- COC(=O)c1ccc(C(=O)OC)c(NC(=S)N2CCC(N3CCCCC3)CC2)c1
  1412	10	1.2	-9	5	1	-2	6	-0.9	-21	0.2
- CCCCNC(=O)/C=C/c1ccc(OC)c(Br)c1
  1553	/	0.7	5	-2	0	-2	-12	/	29	-0.4
- CCOC(=O)/C(C#N)=C\c1cccnc1
  1361	-5	0.9	1	0	-1	-4	-5	-0.29	6	-0.5
- CCOC(=O)c1sc(NC(=O)c2ccc(OC(C)=O)cc2)nc1C
  1645	-8	1	2	3	7	36	-8	-0.1	2	-0.3
- CCC(=O)c1cn(CC(=O)NCc2cccnc2)c2ccccc12
  1454	-7	1	5	-1	5	-4	6	1	5	0.4
- CO/N=C\Cc1oc(=O)c(NC(=O)c2ccccc2)cc1C(=O)OC
  1587	/	1	7	4	4	-7	5	0.84	-2	0.3
- C=CCN=C(NC#N)SCC(=O)NCc1ccccc1
  1407	15	2.2*	4	7	-8	1	3	/	-124	2.2

Complete entries from above. Screens in order: TR-FRET SRC-2 ct | S1P3 antagonist | bIAP activator | PPARg SRC-2 ag | PPARg SRC-1 ag | PPARg SRC-3 ag | Lmaj promast | TLR4 MyD88 comp | ROMK mod | bIAP inh | DTT redox prof
CO/N=C\Cc1oc(=O)c(NC(=O)c2ccccc2)cc1C(=O)OC is listed as 1587 | / | 1 | 7 | 4 | 4 | -7 | 5 | 0.84 | -2 | 0.3
COCCCNC(=O)C(F)(F)C(F)(F)C(=O)NCCCOC is listed as 1656 | -20 | 1 | 5 | 5 | 17 | -5 | -8 | / | -1 | -1.0
C=CCN=C(NC#N)SCC(=O)NCc1ccccc1 is listed as 1407 | 15 | 2.2* | 4 | 7 | -8 | 1 | 3 | / | -124 | 2.2

Next records follow:
Results follow in this order: TR-FRET SRC-2 ct	S1P3 antagonist	bIAP activator	PPARg SRC-2 ag	PPARg SRC-1 ag	PPARg SRC-3 ag	Lmaj promast	TLR4 MyD88 comp	ROMK mod	bIAP inh	DTT redox prof
- COc1ccc(/C=C(/Sc2nnc(-c3ccc(Cl)cc3)o2)C(=O)O)cc1
  1623	-12	0.9	11	1	19	11	0	0.48	10	-2.1
- CCCn1c(NC(=O)c2cccc(S(=O)(=O)N3CCCC3)c2)nc2ccccc21
  1395	18	0.9	4	-1	-1	33	2	/	13	-2.3
- C=CCn1c(COc2ccc(Cl)cc2)nnc1SCc1ccc(C#N)cc1
  1627	17	1	1	5	2	58*	-2	/	4	6.0
- O=C(CSc1nnc(NC(=O)C2CC2)s1)Nc1ccc(F)cc1
  1616	-13	1	9	4	12	26	2	/	2	1.1
- COc1ccc(C2C(C(N)=O)=C(C)Nc3nc(-c4cccc(Cl)c4)nn32)cc1OC (stereo not drawn)
  1688	-1	1	6	2	4	47	1	0.14	3	0.1
- C/C(=N\NC(=O)c1ccn(C)n1)c1cccc(NC(=O)c2ccncc2)c1
  1480	3	0.9	1	1	0	-4	-4	0.74	14	-0.1
- Cc1csc(NC(=O)c2ccc(N3CCCC3=O)cc2)n1
  1755	-2	1.1	-2	6	5	-1	3	1.4	-11	-0.3
- Cc1occc1C(=O)NNC(=O)C1CCCC1
  1762	-5	1	3	4	2	-4	16	0.71	3	5.4
- Cc1cc(C)c(NC(=O)CN2CCOCCOCCOCCOCC2)c(C)c1
  1328	/	/	-15	-4	-2	0	-6	/	/	0.0
- CC1CCN(C(=O)N[C@@H](Cc2ccccc2)C(=O)O)CC1
  1716	-12	0.8	7	7	6	0	9	/	16	-2.9
- COC(=O)c1ccc(CO/N=C2\CCCc3nonc32)cc1
  1588	-3	1	3	7	-2	-7	-17	-0.42	3	-1.1
- CCC(C)(C)n1nnnc1C(C(C)C)N(CCCO)Cc1cc2cc(C)ccc2[nH]c1=O (stereo not drawn)
  1718	-18	1	11	9	-4	-10	13	/	4	2.2
- CC(=O)NC1(NC(C)=O)CCN(C)CC1
  1587	-4	0.9	-1	0	-4	-4	8	/	6	-0.4
- N#Cc1ccccc1CSc1ccccn1
  1438	2	0.7	3	4	-4	-7	7	/	30	1.8
- Fc1ccc(N/N=C/c2ccncc2)c(F)c1
  1776	12	1.1	14	4	4	3	8	/	-7	-0.2
- N#Cc1ccc(OCC(=O)OCC(=O)Nc2cc(C(F)(F)F)ccc2N2CCOCC2)cc1
  1508	0	0.9	0	0	-4	1	12	/	6	0.2
- Cc1ccc(S(=O)(=O)NCCNC(=O)c2cc(OCC(F)(F)F)ccc2OCC(F)(F)F)cc1
  1504	/	1	11	2	9	-4	2	/	5	1.9
- CCOC(=O)CNS(=O)(=O)c1ccc2c3c(cccc13)C(=O)N2CC
  1505	-20	1	0	-1	0	1	14	1.2	3	-2.1
- COc1ccccc1CCNC(=O)C1CCCO1 (stereo not drawn)
  1536	-31	0.9	6	-2	0	-3	-2	/	10	-0.6
- Cc1[nH]n(-c2ccccc2)c(=S)c1C=NCCCN=Cc1c(C)[nH]n(-c2ccccc2)c1=S
  1508	-2	0.9	-3	5	7	-2	12	-0.094	9	-0.1
- CC(C)(C)c1ccc(OCC(=O)N/N=C/c2ccc(N3CCOCC3)cc2)cc1
  1645	4	0.9	-2	-1	-2	0	-12	0.28	13	-0.5
- CCn1c(COc2cccc(OC)c2)nnc1SCC(=O)N1CCOCC1
  1565	3	1	6	5	-11	-7	-5	-0.21	-1	-1.2
- Cc1ccc(C(=O)Oc2oc(-c3ccccc3)nc2C=Nc2ccc(N(C)C)cc2)cc1
  1712	-6	1.4	18	-1	3	7	7	/	-42	2.5
- Cc1nnc(NC(=O)c2ccc3ccccc3c2)o1
  1503	/	0.9	0	-1	8	12	-4	0.9	7	-0.1
- CC(=O)c1cc(CN2CCC(N3CCC(C(=O)N4CCCC4)CC3)CC2)cs1
  1484	-20	1.2	2	-2	0	13	5	/	-20	-1.1
- O=S(=O)(c1ccc(Cl)cc1)N1CCN(C2CCN(Cc3ccccc3)CC2)CC1
  1299	/	1	1	-3	-17	99*	3	-0.78	2	0.1
- CCOC(=O)c1nn(-c2ccccc2)c2nnc(Cc3ccc(C)cc3)c(=O)n12
  1576	-10	1	-6	6	-2	-3	-10	0.066	1	-0.4
- Cc1ccc(S(=O)(=O)N2CCCC2C(=O)OCc2nc3ccccc3s2)cc1 (stereo not drawn)
  1307	-16	1.1	0	0	-7	16	2	-0.035	-7	2.0
- C#CCOCCOCCOCCNc1nc(N2CCN(C(=O)[C@H](CCCCN)n3cc([C@@H](N)C(C)CC)nn3)CC2)nc(N2CCN(C(=O)[C@H](Cc3ccc(O)cc3)n3cc([C@@H](N)CC(C)C)nn3)CC2)n1 (stereo partly drawn)
  1294	-3	1.2	0	-2	2	-4	-7	/	-24	-0.8
- CCN1CCc2c(sc(NC(=S)NC(=O)c3ccccc3)c2C#N)C1
  1383	/	0.8	11	-2	9	4	-10	/	23	-4.4
- Cc1ccc(C)c(OCC(O)CN2CCC(C)CC2)c1C (stereo not drawn)
  1541	-18	1.1	7	4	9	100*	8	-1.9	-6	1.0
- NC(=O)C1(N2CCCCC2)CCN(C(=O)c2cccs2)CC1
  1619	-21	1	0	8	4	-6	-15	/	4	-3.0
- CCSc1nc(-c2ccc(OC)cc2)ccc1C#N
  1782	12	0.4	12	2	4	8	0	-1	/	0.7

No enrichment for hits, and some 11% of all compounds hit somewhere here.
